High-throughput results from PubChem BioAssay.
Tat export inh: E. coli Tat export inhibitors, primary screen, MC4100, TorA-mCherry reporter, fluorescence, single point; inhibition, % at 10 µM; 0.036% of 340,000 active; AID 488895, 2010;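 active = mean replicate inhibition at least 50% and at least half of replicates individually reaching 50%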;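 note: exported cargo escapes ClpAP degradation while cytoplasmic cargo is degraded and loses fluorescence; 0% = median of neutral control wells and 100% = median of NaSCN control wells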
DSG3 Ab inh: inhibitors of pemphigus antibody binding to DSG3, primary screen, biochemical, bead-based, flow cytometry, scFv-GFP | Desmoglein-3 (Homo sapiens), P32926 | DSG3-coupled beads, scFv-anti-DSG3-GFP binding; stronger effect = lower value | binding (percent of control), % at 10 µM | 0.48% of 310,000 active;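 active = binding more than 3 SD below its plate's average and above zero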;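 note: hits lower antibody fragment binding to DSG3; some compounds called inactive have numbers as strong as hits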
SUMO Mot1 rescue: yeast Mot1-301 growth rescue at high temperature, primary screen, SUMOylation pathway inhibitor project, S. cerevisiae, ATP luminescence, 38.5C; S. cerevisiae Mot1-301 growth rescue; percent above DMSO median, 100 means doubled; growth rescue, % at 18.8 µM; 1% of 320,000 active; AID 2716, 2010;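 active = every valid replicate shows activation above 250% relative to neutral control wells; inactive = the rest, any valid replicate at or below 250%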;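 note: OY570 slx delta 5 strain wells were the positive control but not used for scaling; some compounds called inactive have numbers as strong as hits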
E coli growth: E. coli V3065 growth inhibition, primary screen, counter-screen for AddAB inhibitor project, absorbance, OD600; 18 h; AID 449728, 2010; inhibition, % at 11.9 µM; 0.27% of 330,000 active;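 active = inhibition above the campaign's mean inhibition across all tested compounds plus 3 SD, cut at about 9.9% in these data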;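 note: uninfected addAB+ strain grown without phage in ampicillin broth; 0% = DMSO wells and 100% = ciprofloxacin 0.95 µg/ml wells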
AddAB inh: growth inhibition of E. coli expressing H. pylori AddAB, primary screen, AddAB inhibitor project, absorbance; 0.29% of 330,000 active; inhibition, % at 11.9 µM; AID 435030, 2010; in the data active = inhibition above about 12%;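 note: 0% = vehicle wells of infected cells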
MOR-DOR ag: agonists of OPRM1-OPRD1 heterodimerization, primary screen, cell-based, luminescence. Mu-type opioid receptor (Homo sapiens) + Delta-type opioid receptor (Homo sapiens), …. cells. activation, % at 9.3 µM. 0.3% of 340,000 active; in the data active = activation above about 18%;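 note: 0% = vehicle-treated cells and 100% = reference agonist; values of inactives mirror those of a sister screen read the other way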
Target sequence (P35372 whole entry, looked up): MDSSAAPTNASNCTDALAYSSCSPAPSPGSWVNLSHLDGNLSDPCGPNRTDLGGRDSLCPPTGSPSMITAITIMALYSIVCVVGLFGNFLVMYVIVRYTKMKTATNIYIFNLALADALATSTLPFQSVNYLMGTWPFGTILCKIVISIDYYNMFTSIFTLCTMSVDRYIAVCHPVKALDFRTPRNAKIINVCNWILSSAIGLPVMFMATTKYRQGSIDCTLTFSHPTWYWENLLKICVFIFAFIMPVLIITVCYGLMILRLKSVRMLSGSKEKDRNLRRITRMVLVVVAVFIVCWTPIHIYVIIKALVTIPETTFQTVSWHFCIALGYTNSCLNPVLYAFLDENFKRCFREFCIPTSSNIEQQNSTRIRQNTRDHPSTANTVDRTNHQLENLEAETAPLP
Target sequence (P41143 whole entry, looked up): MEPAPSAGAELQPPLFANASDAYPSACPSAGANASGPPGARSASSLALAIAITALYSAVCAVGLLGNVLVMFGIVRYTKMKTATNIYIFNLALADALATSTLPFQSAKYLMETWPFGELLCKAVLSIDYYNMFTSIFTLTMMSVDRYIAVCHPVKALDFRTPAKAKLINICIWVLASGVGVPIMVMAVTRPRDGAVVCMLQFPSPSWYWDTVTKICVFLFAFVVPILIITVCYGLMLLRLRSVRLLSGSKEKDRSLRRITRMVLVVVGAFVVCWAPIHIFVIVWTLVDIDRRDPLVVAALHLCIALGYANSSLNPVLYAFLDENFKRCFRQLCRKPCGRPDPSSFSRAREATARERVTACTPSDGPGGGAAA
OPRM1-OPRD1 inv: inverse agonists of MOR-DOR heterodimerization, primary screen, cell-based, luminescence | 0.21% of 340,000 active | inhibition, % at 9.3 µM | cell-based MOR-DOR heterodimer luminescence, inverse agonism | Mu-type opioid receptor (Homo sapiens) + Delta-type opioid receptor (Homo sapiens), …; in the data active = inhibition above about 22%, passing the limit was not always enough;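 note: 0% = cells with DMSO and 100% = wells without cells with DMSO; values of inactives mirror those of a sister screen read the other way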
Arrestin-AP2 inh: inhibitors of beta-arrestin/AP2 binding, primary screen, biochemical, GPCR trafficking, flow cytometry. beta-arrestin 1 C-terminal peptide binding to AP2 beta2-adaptin appendage (human). 0.31% of 340,000 active. AID 504490, 2011. inhibition, % at 10 µM. FITC-arrestin peptide / GST-AP2 beads; AP2 beta2 appendage carries R879A mutation;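 active = inhibition above a set limit, near 3 SD of compounds lacking own fluorescence, cut at about 54% in these data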;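 note: plate controls were DMSO wells for no effect and 5 µM unlabelled arrestin peptide for full effect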
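System: GST-tagged AP2 beta2-adaptin appendage (R879A) on 4 µm glutathione beads / Reagent: FITC-arrestin peptide, 50 nM / Detection: HyperCyt-sampled flow cytometry, FL1 channel, ex 488/em 535 nm / Timing: 12 min plus 1 h, RT / Buffer or medium: PBS plus Tween 20 (0.05%) and BSA (0.1%)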
PKA-R1A activ: activators of PKA-R1A holoenzyme, primary screen, biochemical, fluorescence polarization, Cy5-IP20, bovine R1A, mouse PKAc; activation, % at 11.4 µM; 0.083% of 340,000 active; cAMP-dependent protein kinase type I-alpha regulatory subunit (Bos taurus) + …; PKA-R1A dissociation; scaled: DMSO 0%, 113 µM cGMP 100%;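 active = percent activation above the mean of all tested compounds plus 3 SD, cut at about 19% in these data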;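 note: higher means more PKAc released from R1A so a rise in polarization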
PfHsp90 yeast 2: growth inhibition of PfHsp90-expressing yeast, primary screen, antimalarial PfHsp90 inhibitor project, S. cerevisiae, BacTiter-Glo luminescence, single point, set 2; BacTiter-Glo ATP, 48 h; yeast lacking PDR1 and PDR3 efflux regulators; inhibition, % at 9.4 µM; 0.32% of 310,000 active; AID 504621, 2011;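 active = every replicate shows inhibition above about 80%, whatever the replicate mean, limit read from the data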;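 note: 0% = DMSO neutral controls and 100% = 20 µM radicicol positive controls; yeast relying on Plasmodium falciparum Hsp90 in place of its own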
phage Ecoli inh: growth loss of phage-infected E. coli, primary screen, RecBCD inhibitor project, absorbance, with phage, HTS. AID 651602, 2012. inhibition, % at 11.9 µM. 0.26% of 360,000 active; in the data active = inhibition above about 11%
Numbers without * were called inactive; . = not tested or not shown.

no.	structure	Tat export inh	DSG3 Ab inh	SUMO Mot1 rescue	E coli growth	AddAB inh	MOR-DOR ag	OPRM1-OPRD1 inv	Arrestin-AP2 inh	PKA-R1A activ	PfHsp90 yeast 2	phage Ecoli inh
1	Cn1c(Cc2ccccc2)nnc1SCC(=O)NC1CCCCC1	1	104	-1	2.2	4.1	-0.9	5	32	-12	10	2.1
2	CCC(CO)NCc1ccc(OCC(O)c2ccccc2)c(OC)c1 (stereo not drawn)	-2	115	75	-1.7	0.0	-1.5	7	0	8	16	-1.3
3	FC(F)(F)c1cc(CCN2CCNC[C@@H]2Cc2ccccc2)cc(C(F)(F)F)c1	13	115	2	-1.7	0.9	9.4	-54	3	-8	7	4.5
4	CCOC(=O)c1csc(NC(C)=O)n1	0	110	142	0.0	-0.1	-2.7	14	-5	-5	0	1.8
5	CCc1nnc(SCC(=O)NC2CC2)n1CC	2	110	6	0.3	-1.8	-6.3	21	3	-8	-2	0.8
6	CCCCC(=O)NC(c1ccccc1)c1ccc2cccnc2c1O (stereo not drawn)	-9	108	-2	31*	26*	-2.4	12	16	5	115*	24*
7	Cc1ccc(-c2noc(CN(C)C(=O)c3ccoc3C)n2)cc1	-2	103	-10	-0.1	1.8	0.7	-4	9	-14	6	-2.0
8	O=C(CSC1=NS(=O)(=O)c2ccccc2N1)c1ccccc1	1	97	8	-0.2	5.3	-3.4	19	3	2	6	3.5
9	COc1cccc(OC)c1C(=O)Nc1ccccc1N1CCCC1	-3	100	-2	-1.0	-1.2	0.2	-1	7	8	-4	2.7
10	O=C1c2ccccc2S(=O)(=O)N1CC(O)Cn1ccc2ccccc21 (stereo not drawn)	7	371	1	-3.4	1.2	-3.2	16	-3	-1	-7	1.4
11	O=C(N=C1SC2CS(=O)(=O)CC2N1c1ccc(Cl)cc1Cl)C1CCCO1 (stereo not drawn)	-7	96	89	2.1	2.7	-0.7	4	-1	7	2	1.2
12	Cc1cc(C)c(C#N)c(N2CCN(c3ccccc3)CC2)n1	5	94	-5	-2.8	-0.5	5.1	-23	-8	6	-2	2.7
13	CCN1CCCC1CNCc1cc(OC)c(OC)c(OC)c1 (stereo not drawn)	2	101	-9	1.8	1.0	0.2	-1	-2	4	-13	3.3
14	CN(C)CCNc1ccc2nnn3c4ccc(O)cc4c(=O)c1c23	-3	.	.	.	.	0.4	-2	-1	4	1	-0.5
15	N#Cc1nc(-c2ccc(OCc3ccc(Cl)cc3)cc2)oc1N1CCC(C(N)=O)CC1	-7	104	9	-3.4	1.6	-1.7	10	2	-4	18	-0.5
16	CC(=O)NCCC(=O)Nc1cc(S(=O)(=O)N2CCCCC2)ccc1N1CCCCC1	2	103	3	1.2	-0.2	0.3	-1	1	5	-11	2.1
17	O=C(C[n+]1cc(-c2ccc(Cl)c(Cl)c2)n2c1CCC2)OCc1ccccc1	-2	108	6	0.1	4.5	4.0	-22	-1	6	-15	0.3
18	Cc1ccc(NC(=O)CSc2nc3[nH]ncc3c(=O)[nH]2)cc1Cl	-6	95	4	1.9	0.8	1.2	-8	40	14	-41	-1.4
19	O=C(C1=C[C@H](c2ccc(C(F)(F)F)cc2)C[C@H](OCc2ccc(CO)cc2)O1)N1CCN(Cc2ccccc2)CC1	12	102	60	-0.6	0.6	2.6	-15	2	3	3	1.1
20	CCOC(=O)N1CCN(S(=O)(=O)c2ccc(Br)cc2)CC1	-4	111	-15	1.0	1.6	-0.8	4	-2	-6	15	-1.4

Five compounds out of the list above, arranged by their value in Arrestin-AP2 inh, descending.
no.	smiles	Arrestin-AP2 inh
18	Cc1ccc(NC(=O)CSc2nc3[nH]ncc3c(=O)[nH]2)cc1Cl	40
6	CCCCC(=O)NC(c1ccccc1)c1ccc2cccnc2c1O (stereo not drawn)	16
14	CN(C)CCNc1ccc2nnn3c4ccc(O)cc4c(=O)c1c23	-1
13	CCN1CCCC1CNCc1cc(OC)c(OC)c(OC)c1 (stereo not drawn)	-2
12	Cc1cc(C)c(C#N)c(N2CCN(c3ccccc3)CC2)n1	-8

Continued:
no.	structure	Tat export inh	DSG3 Ab inh	SUMO Mot1 rescue	E coli growth	AddAB inh	MOR-DOR ag	OPRM1-OPRD1 inv	Arrestin-AP2 inh	PKA-R1A activ	PfHsp90 yeast 2	phage Ecoli inh
21	O=C(CSc1ncnc2ccccc12)N1CCNC1=O	10	.	27	-1.4	-0.2	-3.3	14	16	2	2	4.1
22	COc1ccccc1NC(=O)OC(C)c1ccc(Cl)cc1 (stereo not drawn)	9	100	-25	3.4	1.5	0.8	-5	26	-6	-12	-0.9
23	CCN1C(=O)c2c(C)nc3ccccc3c2C1=O	1	96	-42	-0.4	1.5	-0.5	3	4	-6	.	.
24	CCOc1ccc(NC(=O)CN(C)S(=O)(=O)c2cccc3cccnc23)cc1	-4	103	8	4.0	5.9	-0.6	3	-2	8	24	-0.7
25	COC(=O)C1C(=O)OC(C)(C)C1C(C)C(=O)c1ccc(C)cc1C (stereo not drawn)	-4	105	-3	3.6	2.8	-0.7	4	-5	-4	-28	2.1
26	CSCCC(NS(=O)(=O)c1ccc(C)cc1)C(=O)NC1CCCCCC1 (stereo not drawn)	-1	101	-9	1.3	1.5	-1.0	5	27	-1	-20	1.0
27	CCOC(=O)C(C)On1c(SC(C)C(=O)OCC)nc2ccccc2c1=O (stereo not drawn)	-10	102	-2	0.2	0.8	-3.0	15	3	-1	29	0.2
28	CC1CCc2sc(C(=O)NCCCn3ccnc3)cc2C1 (stereo not drawn)	-2	105	1	0.9	1.5	-5.4	18	29	-7	-13	3.2
29	CCn1c(Cc2ccccc2)nnc1SCC(=O)N1CCCC1=O	-1	113	-4	0.7	0.8	-2.1	11	-16	-5	-6	-0.8
30	COc1ccccc1NC(=O)COc1ccc(/C=N/NC(=O)CSCc2cc(C)cc(C)c2)cc1	6	96	6	-1.9	1.1	-0.8	4	-3	3	-6	1.8
31	CC(C)N(C(=O)CSc1nnnn1-c1ccc2c(c1)OCO2)C(C)C	-2	103	8	-1.4	0.7	.	.	-5	.	-27	5.1
32	Cn1nc(C(=O)N2CCN(c3ccc(F)cc3)CC2)c2c1-c1ccccc1S(=O)(=O)C2	1	.	-2	-0.7	-0.3	-2.4	12	18	-7	-11	0.9
33	Cc1sc2nc(CN3CCOCC3)nc(N3CCC(C(N)=O)CC3)c2c1C	-16	103	14	0.4	-0.2	-1.3	7	15	3	-11	1.2
34	O=[N+]([O-])c1ccc(/C=N\NS(=O)(=O)c2ccc(F)cc2)o1	-9	103	-9	20*	93*	-1.1	8	22	0	-2	11
35	COc1ccc2c(c1OC)C(=O)NC(C)=C(C(=O)OC(C)(C)C)C2O (stereo not drawn)	-3	102	91	1.2	1.5	0.5	-3	3	7	20	1.4
36	CCCC(C)NC(=O)CSc1nnc2ccccn12 (stereo not drawn)	-2	95	-5	-2.2	-3.3	-2.9	15	1	-10	10	2.6
37	Cc1cc(C)cc(NC(=O)Cn2nnc(C(=O)NCc3ccccc3Cl)c2N)c1	1	84	7	0.4	1.5	25*	-136	-3	4	-26	2.3
38	O=C1C2C3C=CC(C3)C2C(=O)N1c1nc2ccccc2s1 (stereo not drawn)	-5	105	43	0.2	-1.6	-0.4	3	-47	-2	16	3.6
39	COc1cccc(C(=O)Nc2ccc(NC(=O)c3ccco3)cn2)c1	-8	95	6	2.4	1.1	0.1	0	7	5	0	2.5
40	CCOC(=O)c1ccc(-c2ccc(/C=N/NC(=O)CN(c3ccccc3Br)S(C)(=O)=O)o2)cc1	0	101	22	1.4	3.2	2.6	-13	-2	-20	0	1.2

Along the list, as entered above.
phage Ecoli inh, entries 27 to 35: 0.2, 3.2, -0.8, 1.8, 5.1, 0.9, 1.2, 11, 1.4
Arrestin-AP2 inh, entries 27 to 35: 3, 29, -16, -3, -5, 18, 15, 22, 3

Continuation:
no.	structure	Tat export inh	DSG3 Ab inh	SUMO Mot1 rescue	E coli growth	AddAB inh	MOR-DOR ag	OPRM1-OPRD1 inv	Arrestin-AP2 inh	PKA-R1A activ	PfHsp90 yeast 2	phage Ecoli inh
41	COc1ccc(C(=O)Nn2c(CC(C)C)nc3cc(Cl)ccc3c2=O)c(OC)c1	2	115	-8	-1.6	1.7	4.5	-23	10	11	-31	-1.3
42	O=C(Cc1cccs1)Nc1cccc([N+](=O)[O-])c1	9	88	4	-2.0	1.8	-3.0	15	9	-1	-7	1.7
43	CCCN(C(=O)c1cc(C)ccc1C)c1c(N)n(Cc2ccccc2)c(=O)[nH]c1=O	-3	108	-18	1.1	1.9	-3.8	15	-4	-3	15	1.1
44	Cc1occc1-c1nnc(SCC(=O)N2CC(=O)Nc3ccccc32)n1CC(C)C	-8	104	-22	0.7	0.8	-0.5	3	1	3	10	3.0
45	COc1ccc(CNC(=O)CNC(=O)c2c(C)nn(C)c2Cl)cc1	2	117	-18	-2.7	-0.9	-0.2	1	4	19*	-6	2.1
46	CCCN(CCC)S(=O)(=O)c1ccc(C)cc1	-2	113	2	-0.1	0.8	-1.3	7	-1	-3	7	3.2
47	COc1cc(NC(=O)CN2C(=O)c3ccccc3S2(=O)=O)c(OC)cc1Cl	-2	50	-17	1.2	-1.4	-0.8	4	28	-3	10	0.8
48	COc1ccccc1NC(=O)C1C2C=CC3(CN(Cc4cccnc4)C(=O)C13)O2 (stereo not drawn)	-8	79	11	-2.0	-2.3	-1.0	5	0	-1	-30	1.7
49	COc1ccc([C@@H]2[C@@H]3C(=O)N(C(C)(C)C)C(=O)[C@@H]3[C@]3(CC(C)C)C(=O)N(c4cccc(F)c4)C(=O)N23)cc1	-3	99	-20	-4.0	0.3	-0.5	3	6	19*	12	1.9
